PMI inhibitors: MPI enzyme activity inhibition – biochemical, fluorescence intensity, coupled assay, primary screen (AID 1209); one-dose inhibition, % at 20 µM; IC50 in µM for titrated hits; 190,000 tested, 0.42% active; purified PMI enzyme, coupled fluorescence intensity; higher % means a stronger effect;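 note: plate controls were DMSO vehicle for no effect and wells lacking substrate for full effect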
TNAP activators: stimulation of alkaline phosphatase TNAP activity – biochemical, luminescent, no phosphate acceptor, uHTS, primary screen (AID 1001); purified TNAP, luminescent activation assay, no phosphate acceptor; higher activation fold means a stronger effect; one-dose activation fold at 20 µM; EC50 in µM for titrated hits; 200,000 tested, 0.03% active; in the data active = activation fold from about 3, or a potency from the dose series; inactive = the rest, 99 in 100 with activation fold below about 1.6; note: many of its hits are not listed in these tables
Hep lipid drop: hepatic lipid droplet formation modulation; AML12 mouse hepatocytes, oleate lipid droplets, BODIPY imaging; inhibition, % at 6.5 µM; 240,000 tested, 0.4% active;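 active = lipid droplet intensity inhibited by at least 50%, with more than 500 cells counted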
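Technique: fluorescence imaging, 20x objective, two fields per well / Assay system: AML12 hepatocytes (mouse) / Measure: % inhibition of lipid droplet signal / Doses: 6.5 µM single-point dosing / Incubation: overnight exposure / Reagent: 100 µM oleic acid challenge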
Insulin prom up: MIN6 insulin promoter up-regulation; MIN6 insulin promoter-GFP reporter, high-content imaging; hits give high values; z-score at 5 µM; 190,000 tested, 0.3% active; AID 1625;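 active = z-score above 3 at 5 µM with at least 500 cells counted in the well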
human PMI inhibitors: human PMI inhibitors, high substrate, primary screen, biochemical, fluorescence intensity, high mannose 6-phosphate (AID 1220) | one-dose inhibition, % at 20 µM; IC50 in µM for titrated hits | 190,000 tested, 0.66% active | recombinant PMI enzyme, coupled fluorescence intensity; higher % means a stronger effect
T cell modulator: T cell immune modulators affecting CD8 T cell-vesicle binding; 330,000 tested, 0.068% active; AID 2052; calls only at 7 µM; 2C CD8+ T cell-vesicle binding, flow cytometry; hits give low values;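 active = response, share of CD8 T cells binding vesicles, and their 90th percentile fluorescence all below set limits, cut at about 80% in these data, passing the limit was not always enough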
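Also added: QL9-peptide-loaded Drosophila micro-vesicles bearing Ld, ICAM-1 and B7-1; Test system: purified 2C TCR transgenic mouse naive CD8+ T cells; Measured by: cytometric PE anti-B7-1 and Alexa647 anti-CD8 signals after 1% paraformaldehyde fixation; Timing: binding step 1.5 h, 37 °C, antibody labelling 20 min, ice.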
MT stabilize HCS: stabilizes microtubules in HeLa cells; HeLa tubulin immunostaining HCS, 24 h; share of cells brighter than vehicle mean+2SD; % tubulin-high responders, % at 10 µM; 200,000 tested, 0.83% active;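 active = plate Z-score above 3 for both tubulin-high and condensed-nucleus cell shares, with cell loss under 80%, at 10 µM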;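 note: anti alpha tubulin signal scored within the nucleus-defined area of each cell; some results filed as inactive read as strong as hits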
b-catenin transl: modulators of beta-catenin nuclear translocation | HeLa beta-catenin nuclear translocation, immunofluorescence imaging | nuclear translocation activity, % at 5 µM | 190,000 tested, 0.3% active | AID 1665;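 active = nuclear translocation activity above 50% at 5 µM, with a well cell count of 50 or more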;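 note: per-cell ratio of nuclear to cytoplasmic median beta-catenin stain intensity; plate controls were DMSO negative control for no effect and GSK-3 inhibitor IX positive control for full effect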
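Signal – beta-catenin immunofluorescence imaging with DAPI · Test system – human HeLa cell line · Dosing – 5 µM primary single dose, 0.1% DMSO, 0.02–20 µM confirmation series · Measure – % activation, nuclear-to-cytoplasmic median beta-catenin signal ratio per cell · Incubation – 24 h compound exposure at 37°C, 5% CO2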
Autophagy mod: alters autophagy in cells. MEF GFP-LC3 puncta imaging; test concentration mostly 10 µM. calls only at 10 µM (by protocol). 190,000 tested, 0.98% active. AID 463193;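 active = percentage of spot-positive cells more than 3 SD above its plate mean, without a fluorescence outlier flag or 80% toxicity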;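 note: spot-positive cell cutoff set from DMSO-treated cells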
Insulin prom up cell count: also measured in Insulin prom up; calls as there; cell count; measured here: cytotoxicity, nuclei count;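 total cells summed across four imaged fields per well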
Hep lipid drop cells 6.5 µM: also measured in Hep lipid drop; calls as there; cell count; measured here: cell count, cytotoxicity flag;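 cells counted across two imaged fields per well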
b-catenin transl cell count 5 µM: recorded beside b-catenin transl, whose call it bears; cell count; measured here: cell count, cytotoxicity flag
T cell modulator vesicle-bound %: further read-out of T cell modulator, marked with its call; double positive events, %; measured here: CD8+ vesicle-bound cell fraction;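 binding gate set so that unloaded-vesicle control wells show 10% double positive cells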
MT stabilize HCS Hoechst-high %: further read-out of MT stabilize HCS, marked with its call; % Hoechst-high responders; measured here: nuclear condensation Hoechst responders;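 share of cells brighter than vehicle mean plus two SD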
MT stabilize HCS cytotoxicity %: further read-out of MT stabilize HCS, marked with its call; toxicity, %; measured here: cytotoxicity by cell density;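 0% = mean cell density of plate MIN control wells and 100% = no cells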
Autophagy mod cell loss 18 h: second read-out of Autophagy mod, no call of its own (marks repeat the call); toxicity, %; measured here: cell loss, nuclei count;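 cell loss after 18 h compound exposure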
* marks the source's active call; other numbers are inactive results; i = inactive; · = no result given; + = active, no number. Cut-off read from the data, not from the text of the source, unless noted: active = inhibition above about 50%; inactive = the rest. Rows are unselected; overall some 2.9% were active at least once.

SMILES	PMI inhibitors	TNAP activators	Hep lipid drop	Hep lipid drop cells 6.5 µM	Insulin prom up	Insulin prom up cell count	human PMI inhibitors	T cell modulator	T cell modulator vesicle-bound %	MT stabilize HCS	MT stabilize HCS Hoechst-high %	MT stabilize HCS cytotoxicity %	b-catenin transl	b-catenin transl cell count 5 µM	Autophagy mod	Autophagy mod cell loss 18 h
CCN(CC(=O)NCc1ccc(Cl)cc1)C(=O)c1ccc(S(=O)(=O)N(C)C)cc1	-5%	1.3	-4	688	-1.6	1551	-3%	i	39	3.4	1.9	8.5	-1.4	1013	i	-13
Cc1ccnc(SCC(=O)N2CCN(c3cccc(Cl)c3)CC2)n1	15%	1.1	3	763	1.4	1149	8%	i	53	5.0	20	97	·	·	i	4
Cc1c2ccccc2nc2c(F)c(N(C)C)c(F)c(F)c12	-11%	1	-20	620	1.9	1470	-2%	i	58	3.1	3.2	5.6	3.6	805	+	2.3*
CCN(CC)c1ccc(NC(=S)Nc2ccc(F)cc2)cc1	53%*	1	-13	719	0.04	1209	·	·	·	3.7	1.6	7.6	-0.7	1097	i	3
COc1ccc(S(=O)(=O)NC2CC3CCC2C3)cc1Cl (stereo not given)	4%	1.1	1	756	0.37	1223	1%	i	11	2.3	1.6	4.0	·	·	i	3
O=C(O)Cn1nnc(-c2cccs2)n1	-4%	1.1	·	·	0.44	1582	-8%	i	45	1.3	2.0	7.9	0.0	1298	i	20
Cc1ccc(N=Nc2c(N)[nH]n3c(=O)cc(C)nc23)cc1	20%	1.3	·	·	-0.39	1167	37%	i	42	4.0	2.7	4.5	-0.2	500	i	4
Cc1cc(NC(=O)CSc2nc(-c3ccccc3Cl)nc3c2c(=O)n(C)c(=O)n3C)no1	-9%	1	24	693	-0.26	1258	-6%	i	52	2.4	1.4	7.4	-1.9	1115	i	-10
NNC(=O)CCN1CCCCC1	-6%	1.1	-2	722	·	·	-6%	i	37	2.8	2.0	9.8	-3.0	1118	i	3
O=c1c2ccccc2[nH]c(=S)n1CCCN1CCN(C2CCCCC2)CC1	14%	1.1	-13	635	0	1327	8%	i	24	3.3	2.7	1.8	-0.5	1096	i	-5
COc1cc(CCC(C)=O)ccc1OC(=O)c1c(F)cccc1Cl	·	·	-17	717	0.78	1480	·	i	48	·	·	·	-2.2	1183	·	·
CCOC(=O)C1C(c2cccc([N+](=O)[O-])c2)C2C(=O)NN=C2CC1(C)O (stereo not given)	-10%	0.9	-20	677	1.6	1225	-6%	i	38	2.7	1.4	6.4	-0.3	1112	i	11
O=C(COc1ccccc1)NNC(=O)c1cccs1	8%	1.1	-3	432	-0.32	1330	1%	i	60	3.2	1.7	4.8	-0.9	1129	i	-1
CS(=O)(=O)N(CC(=O)NC1CC1)c1cccc(F)c1	7%	1	3	746	0.3	1290	0%	i	46	2.5	2.2	5.1	·	·	i	5
CCOC(=O)c1cn[nH]c1NC(=S)Nc1ccc(Cl)cc1	·	·	-19	713	-0.67	1059	·	i	7	·	·	·	-1.2	1307	·	·
CCCc1n[nH]c(=O)[nH]1	-4%	1.2	·	·	0.02	1028	0%	i	59	4.3	2.5	7.6	-4.3	985	i	11
O=C(Cn1cccc1C(=O)c1ccccc1)NCCCN1CCc2ccccc2C1	2%	1.1	-3	652	·	·	-2%	i	5	5.2	1.4	3.6	-2.3	1188	i	21
CCOC(=O)c1ccc(NC(=O)Cn2nnc(-c3ccccc3)n2)cc1	7%	1.1	·	·	-0.45	1614	-6%	i	48	5.4	1.3	7.6	2.5	1342	i	0
CCOCCCn1c(SCC(=O)/C(C#N)=C(\C)N)nc2ccccc2c1=O	14%	1.1	-6	676	0.18	1513	5%	i	20	1.5	3.5	13	-0.3	1142	i	-13
CC1CCCN(Cc2cnc(Cl)s2)C1 (stereo not given)	18%	1.1	-2	661	0.72	2019	16%	i	34	0.8	1.8	5.8	2.2	1056	i	4
CSc1nc(N2CCN(c3ccccc3)CC2)cc(N2CCN(c3ccccc3)CC2)n1	-2%	1.1	-4	669	0.05	947	0%	i	46	1.3	1.6	4.3	-2.3	1178	i	3
Cc1cccc(N=C2NC(=O)/C(=C/c3cn(C)c4ccccc34)S2)c1	22%	1.2	17	663	0.43	1341	13%	i	26	14	35	24	0.7	1038	i	4
O=C(Cn1cnc2c(nnn2Cc2ccccc2)c1=O)N1CCN(c2ccccc2)CC1	9%	1.1	-9	662	0.6	1871	9%	i	44	2.7	2.1	13	1.1	1090	i	-3
Cc1ccc(S(=O)(=O)N(C)C)cc1NC(=O)[C@H](Cc1ccccc1)N1C(=O)c2ccccc2C1=O	1%	1.1	-1	647	0.04	1324	11%	i	48	1.0	2.3	6.7	-3.4	567	i	-8
COc1ccc(C(C)(C)C)cc1NC(=O)COC(=O)c1cnc(C)cn1	-2%	1.1	·	·	-0.29	1676	-6%	i	62	5.1	3.7	3.6	-1.2	1312	i	2

2 neighbouring records already listed, for reference:
SMILES	PMI inhibitors	TNAP activators	Hep lipid drop	Hep lipid drop cells 6.5 µM	Insulin prom up	Insulin prom up cell count	human PMI inhibitors	T cell modulator	T cell modulator vesicle-bound %	MT stabilize HCS	MT stabilize HCS Hoechst-high %	MT stabilize HCS cytotoxicity %	b-catenin transl	b-catenin transl cell count 5 µM	Autophagy mod	Autophagy mod cell loss 18 h
CCN(CC(=O)NCc1ccc(Cl)cc1)C(=O)c1ccc(S(=O)(=O)N(C)C)cc1	-5%	1.3	-4	688	-1.6	1551	-3%	i	39	3.4	1.9	8.5	-1.4	1013	i	-13
Cc1ccnc(SCC(=O)N2CCN(c3cccc(Cl)c3)CC2)n1	15%	1.1	3	763	1.4	1149	8%	i	53	5.0	20	97	·	·	i	4

Continued.
SMILES	PMI inhibitors	TNAP activators	Hep lipid drop	Hep lipid drop cells 6.5 µM	Insulin prom up	Insulin prom up cell count	human PMI inhibitors	T cell modulator	T cell modulator vesicle-bound %	MT stabilize HCS	MT stabilize HCS Hoechst-high %	MT stabilize HCS cytotoxicity %	b-catenin transl	b-catenin transl cell count 5 µM	Autophagy mod	Autophagy mod cell loss 18 h
COCCNC(=O)/C(C#N)=C\c1ccc(CNC(=O)C(=O)Nc2ccc(C)c(C)c2)o1	18%	1	-6	548	0.26	1334	16%	i	46	3.9	2.3	7.4	0.7	1427	i	12
CCN(CC)CCNC(=O)C(C)c1nn(C)c(=O)c2ccccc12 (stereo not given)	-4%	1.1	·	·	0.86	1602	-5%	i	45	2.7	1.8	5.5	-0.2	1350	i	5
CCOC(=O)N1CCN(Cc2cn3ccccc3n2)CC1	8%	1.1	·	·	-0.14	1539	2%	i	38	3.4	2.3	4.5	1.0	1436	i	5
CCCCNC(=O)C1CCN(S(=O)(=O)c2cnc[nH]2)CC1	7%	1.1	2	799	0	1297	3%	i	49	4.6	3.1	7.6	-0.7	1067	i	-5
COC(=O)CSc1nccc(C)n1	2%	1.1	-2	700	0.44	1483	-6%	i	58	3.2	2.5	5.1	-2.1	1050	i	-31
O=S(=O)(c1cccs1)N1CCN(C/C=C/c2ccccc2)CC1	23%	1.1	-28	723	0.17	1097	19%	i	44	1.3	2.1	7.9	-1.4	1007	i	3
Cn1cc(CN2CCCCC2CO)c(-c2ccc(Oc3ccccc3)cc2)n1 (stereo not given)	3%	1.1	0	707	-2	1504	-4%	i	48	5.3	1.3	4.6	0.4	979	i	15
CCOC(=O)c1cccc(NC(=O)Cn2c(CC(=O)NC)nc3ccccc32)c1	0%	1.1	·	·	0.46	871	2%	i	55	1.6	1.5	4.7	1.1	846	i	2
NC(=O)C1CCN(c2ccc(S(=O)(=O)N3CCC(Cc4ccccc4)CC3)cn2)CC1	-6%	1.1	4	675	-1.6	1101	-9%	i	49	2.0	2.3	0.9	7.7	1011	i	-5
Clc1ccc(-c2cc(CSc3ccccc3)on2)cc1	4%	1.1	·	·	·	·	-1%	i	13	0.6	1.5	5.0	·	·	i	1
CC1Cc2ccccc2N1C(=O)CSc1nnc(CSc2ncccn2)n1C (stereo not given)	-10%	1.1	·	·	-0.5	1276	8%	i	33	4.5	3.0	8.7	-7.1	918	i	6
CCOC(=O)c1csc(NC(=O)CSc2nnc(C3CC3)n2C)n1	6%	1.1	7	780	-0.58	1217	2%	i	28	2.7	2.8	9.1	-7.8	1281	i	-4
CCN(CC)CC(=O)Nc1ccc2c(c1)Nc1ccccc1CC2	15%	1	·	·	-2.3	915	39%	i	31	31*	9.7*	53*	19	695	i	7
COc1cccc(OCCCCN2CC(C)OC(C)C2)c1 (stereo not given)	4%	1.1	12	803	·	·	0%	i	28	1.6	1.6	7.7	3.4	1144	i	-4
CCOC(=O)c1c(NC(=O)C2CC2)sc2c1CC(C)(C)OC2	·	·	1	651	-0.5	1005	·	i	20	·	·	·	-0.6	1364	·	·
CC(=O)c1cccc(NC(=O)c2ccc(-c3ccccc3[N+](=O)[O-])o2)c1	9%	1	4	638	0.2	1257	32%	i	54	2.9	2.0	2.5	-0.7	962	i	-5
C=CCNC(=O)/C(=C\C=C\c1ccccc1)NC(=O)c1ccccc1Cl	0%	1	5	628	-0.58	1226	3%	i	47	3.6	2.2	2.7	0.0	545	i	2

Results in b-catenin transl and Autophagy mod, for some of the entries so far:
canonical_smiles	b-catenin transl	Autophagy mod
CCOC(=O)c1csc(NC(=O)CSc2nnc(C3CC3)n2C)n1	-7.8	i
CC(=O)c1cccc(NC(=O)c2ccc(-c3ccccc3[N+](=O)[O-])o2)c1	-0.7	i
COC(=O)CSc1nccc(C)n1	-2.1	i
NC(=O)C1CCN(c2ccc(S(=O)(=O)N3CCC(Cc4ccccc4)CC3)cn2)CC1	7.7	i
CCOC(=O)c1c(NC(=O)C2CC2)sc2c1CC(C)(C)OC2	-0.6	·
CCN(CC)CC(=O)Nc1ccc2c(c1)Nc1ccccc1CC2	19	i
